Compound activity from PubChem.
Tn6 DDE FP – disrupts Tn6 cyclic peptide binding to fibrin D-Dimer-E complex. Fibrin DD(E) TRITC-Tn6 fluorescence polarization displacement. inhibition, % at 8.3 µM. actives 0.21% (n = 370,000). AID 720509;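 active means inhibition above a per-campaign cutoff: mean of compounds within control limits plus 3 SD, cut at about 15% in these data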;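 further: 0% = median of all compound wells on the plate and 100% = blocking peptide control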
HGIII-sPLA2 inh – Inhibits HGIII-sPLA2 liposome hydrolysis, primary screen. inhibition, % at 12.2 µM. Q9NZ20. actives 0.56% (n = 370,000). QFRET BODIPY PC-A2 liposome hydrolysis, fluorescence. AID 743126;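 active means inhibition above mean plus 3 SD of compounds lying within the high and low control bounds, cut at about 19% in these data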;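 further: 0% = median of test compound wells and 100% = no enzyme DMSO wells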
Target sequence (Q9NZ20 whole entry, looked up): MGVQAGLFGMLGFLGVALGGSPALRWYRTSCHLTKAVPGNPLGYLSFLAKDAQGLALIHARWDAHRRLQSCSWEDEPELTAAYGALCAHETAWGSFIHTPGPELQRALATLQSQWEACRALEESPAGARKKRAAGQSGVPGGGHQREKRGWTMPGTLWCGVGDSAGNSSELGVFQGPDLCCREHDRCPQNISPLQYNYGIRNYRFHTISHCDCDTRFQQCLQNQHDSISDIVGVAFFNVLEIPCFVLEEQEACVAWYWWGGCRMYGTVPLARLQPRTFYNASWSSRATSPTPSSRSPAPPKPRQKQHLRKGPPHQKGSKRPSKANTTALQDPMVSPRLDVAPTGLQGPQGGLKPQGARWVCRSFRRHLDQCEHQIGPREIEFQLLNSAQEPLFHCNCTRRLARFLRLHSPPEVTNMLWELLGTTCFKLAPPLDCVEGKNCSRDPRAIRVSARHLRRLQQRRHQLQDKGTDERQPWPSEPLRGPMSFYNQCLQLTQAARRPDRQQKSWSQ
DDE Tn7 FP inh – inhibitors of Tn7 peptide binding to human fibrin DD(E) | actives 0.13% (n = 370,000) | inhibition, % at 8.3 µM | FP displacement of FITC-Tn7 peptide from fibrin DD(E); 0% = median of compound wells per plate | P02675;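 active means inhibition above the mean of compounds falling within the control limits plus 3 SD of them, cut at about 14% in these data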;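 further: 0% = plate median of compound wells and 100% = 10 µM Aha-Tn7 peptide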
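Assay system: Human clot-derived fibrin DD(E) complex | Buffer or medium: Tris/NaCl/CaCl2 buffer, pH 7.8 | Repeats: One replicate per compound | Benchmarks: Aha-Tn7 high control | Measure: % inhibition scaled between sample-field median and high-control FP | Schedule: 10 min plus 3 h, room temperature | Signal: Fluorescence polarization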
ARFGAP1 inhibitor – inhibitors of rat ARFGAP1. AID 651572. inhibition, % at 16.5 µM. actives 0.26% (n = 360,000). Arfgap1-stimulated ARF1 GTP hydrolysis, GDP FP detection;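 active means inhibition above a per-plate limit, mean inhibition of low control wells plus 3 SD, cut at about 25% in these data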;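 further: 0% = DMSO wells with enzyme and 100% = wells lacking Arfgap1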
Target sequence (Q62848 1-136 limits assumed): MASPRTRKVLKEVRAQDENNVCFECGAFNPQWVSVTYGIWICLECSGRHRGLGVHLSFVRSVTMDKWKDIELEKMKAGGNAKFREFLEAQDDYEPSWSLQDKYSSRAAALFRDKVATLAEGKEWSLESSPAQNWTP
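system = rat Arfgap1 catalytic domain, aa 1-136 | technique = FP, GDP Alexa 633 tracer displaced from anti-GDP antibody, 620/688 nm | compound = one concentration, 16.5 µM, DMSO 1.26% | medium = HEPES-based buffer, pH 7.5 | timing = compound-enzyme preincubation 20 min, reaction 120 min, detection 60 min, 25 °C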
proKLK7 act – activators of human kallikrein-7 zymogen. AID 652039. purified proKLK7, EDANS-DABCYL substrate fluorescence; 100% is mature enzyme control, 0% vehicle. P49862. activation, % at 7 µM. actives 0.9% (n = 370,000);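 active means activation above the mean of all tested compounds plus 3 SD, computed per campaign excluding outliers beyond control limits, cut at about 13% in these data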
NR1D1 modulator – Rev-erb alpha (human) modulation | P20393 | activity, % at 10 µM | AID 1259318 | Rev-erbα–FITC-DNA binding, fluorescence polarization, 90 min | actives 0.79% (n = 370,000);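 active means activity above about 14%, limit read from the data; passing the limit was not always enough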;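 further: 0% = DMSO wells with 35 nM protein and 100% = DMSO wells with 750 nM protein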
UHRF1 MBD2 ctr – UHRF1 methyl-DNA binding inhibition | AID 687016 | actives 0.75% (n = 370,000) | UHRF1 binding to methylated oligo, TR-FRET | Q96T88 | inhibition, % at 4.4 µM; in the data active means inhibition above about 21%;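 further: UHRF1 SRA domain binding a hemimethylated CpG hairpin DNA probe; 0% = median of test compound wells and 100% = reference inhibitor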
ASAP1 GAP inh – blocks human ASAP1-stimulated Arf1 GTP hydrolysis; Q9ULH1; GDP FP detection; inhibition, % at 16.5 µM; actives 0.19% (n = 360,000); in the data active means inhibition above about 25%;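 further: 0% = vehicle with enzyme and substrate and 100% = no enzyme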
Target sequence (Q9ULH1 325-724 limits assumed): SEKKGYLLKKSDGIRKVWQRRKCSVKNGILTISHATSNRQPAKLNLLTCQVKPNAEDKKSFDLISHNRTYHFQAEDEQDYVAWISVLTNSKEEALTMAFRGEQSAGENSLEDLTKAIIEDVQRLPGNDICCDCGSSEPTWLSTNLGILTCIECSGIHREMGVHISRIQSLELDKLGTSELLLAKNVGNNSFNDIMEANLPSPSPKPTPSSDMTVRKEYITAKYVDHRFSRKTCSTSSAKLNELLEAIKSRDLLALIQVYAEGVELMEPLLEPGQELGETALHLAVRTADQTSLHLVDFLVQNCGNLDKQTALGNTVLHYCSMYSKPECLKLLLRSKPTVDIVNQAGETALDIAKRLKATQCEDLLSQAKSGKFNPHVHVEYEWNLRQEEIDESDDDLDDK
PLC-beta3 inh – PLC-beta3 (human) inhibition, primary screen. Q01970. AID 720704. actives 0.18% (n = 370,000). inhibition, % at 12.2 µM. Purified PLC-beta3, fluorogenic substrate, fluorescence; in the data active means inhibition above about 11%;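 further: 0% = median of compound wells on plate and 100% = full blocker control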
PLC-gamma1 inh – blocks human PLC-gamma1 enzyme activity. P19174. purified PLC-gamma1, fluorogenic substrate, fluorescence. inhibition, % at 12.2 µM. actives 0.84% (n = 370,000). AID 720700; in the data active means inhibition above about 9.5%
* marks the source's active call; other numbers are inactive results; nt = not tested or not shown.

(1) O=[N+]([O-])c1ccc2nc(CN3CCCCC3)[nH]c2c1
(2) CN(CCOc1ccccc1)C(=O)c1cc(-c2ccco2)nc2ccccc12
(3) O=C(Nc1ccccc1F)NC1CCN(Cc2nnnn2Cc2ccc(F)cc2)CC1
(4) O=C(CC1C[C@H](C(=O)N2CCCCC2)[C@@]2(CCc3ccccc3)c3[nH]c4ccccc4c3CCN2C1=O)NCCCn1ccnc1 (some centres not stated)
(5) O=C(/C=N/O)Nc1ccc2sc3ccccc3c2c1
(6) c1ccc(-c2nn3c(C4CCCCC4)nnc3s2)cc1
(7) O=S(=O)(c1cccs1)N1CCN(c2ccccc2F)CC1
(8) COCc1cc(CNC(=O)C2CCC(=O)N(Cc3cccc(OC)c3)C2)[nH]n1 (configuration not stated)
(9) COc1ccc(NCC(O)Cn2cnc3c2c(=O)n(C)c(=O)n3C)cc1 (configuration not stated)
(10) O=C(CSC1=NCCS1)Nc1cccc2ccccc12

screen / no.,1,2,3,4,5,6,7,8,9,10
Tn6 DDE FP,2,1,-1,3,2,9,6,2,2,-6
HGIII-sPLA2 inh,-1,7,-6,-25,-38,3,-3,3,8,-13
DDE Tn7 FP inh,-3,-3,10,8,5,-4,-2,5,1,11
ARFGAP1 inhibitor,4,-20,6,6,4,12,4,-3,0,-7
proKLK7 act,-0.3,-4.0,0.1,0.2,-0.2,-0.7,-0.2,0.1,-0.4,0.2
NR1D1 modulator,3,-12,2,2,6,-2,3,-2,-2,2
UHRF1 MBD2 ctr,-2,12,-3,-2,0,4,-4,-2,0,-1
ASAP1 GAP inh,3,4,10,-2,-1,11,-6,-7,4,-5
PLC-beta3 inh,2,-243,4,1,-9,3,-7,-4,1,4
PLC-gamma1 inh,1,-168,-1,3,-2,5,-2,0,-1,0

(11) O=C1COc2ccc(C(=O)COC(=O)c3cc(S(=O)(=O)N4CCOCC4)ccc3F)cc2N1
(12) COc1ccccc1NC(=O)c1ccc(NC(=O)COC(=O)CC(NC(=O)c2ccccc2Cl)c2ccccc2)cc1 (configuration not stated)
(13) O=C(C=Cc1ccc(OCc2ccccc2)cc1)c1c(F)cccc1F
(14) CCc1ccc(OCC(=O)NC(NC(=S)Nc2ccccc2C)C(Cl)(Cl)Cl)cc1 (configuration not stated)
(15) N#Cc1cccc(NC(=O)OC2CCC23CCC(c2ccccc2)CC3)c1 (configuration not stated)
(16) Cc1ccc(NC(=O)COC(=O)c2c(C)nn(-c3ccccc3)c2C)cc1
(17) Cc1ccc(S(=O)(=O)C2CS(=O)(=O)CC2O)cc1 (configuration not stated)
(18) CCN1C(=O)/C(=C2\Sc3ccccc3N2CC)OC1=S
(19) CC1(C)NC(=S)NC1=S
(20) Cc1ccc(NC(=O)C2C3CCC(O3)C2C(=O)O)cc1C (configuration not stated)

screen / no.,11,12,13,14,15,16,17,18,19,20
Tn6 DDE FP,-9,-1,5,2,2,4,8,2,2,-1
HGIII-sPLA2 inh,-6,-15,-2,7,-6,-11,3,9,0,-1
DDE Tn7 FP inh,0,-4,1,4,-2,2,6,0,-4,-5
ARFGAP1 inhibitor,9,-2,14,6,nt,-1,7,1,-4,-4
proKLK7 act,0.5,0.0,-0.4,0.2,0.1,-0.1,0.0,0.1,-0.7,0.2
NR1D1 modulator,0,3,-8,0,5,6,-8,13,-9,-4
UHRF1 MBD2 ctr,5,4,-2,4,-2,2,1,0,-2,-1
ASAP1 GAP inh,-4,-5,9,7,nt,10,2,5,13,-5
PLC-beta3 inh,-7,-8,3,1,5,-7,4,-1,0,-3
PLC-gamma1 inh,-2,-4,2,0,1,-2,2,0,1,1

Given field by field: part of the list above
#12 COc1ccccc1NC(=O)c1ccc(NC(=O)COC(=O)CC(NC(=O)c2ccccc2Cl)c2ccccc2)cc1 (configuration not stated)
  Tn6 DDE FP: -1 | HGIII-sPLA2 inh: -15 | DDE Tn7 FP inh: -4 | ARFGAP1 inhibitor: -2 | proKLK7 act: 0.0 | NR1D1 modulator: 3 | UHRF1 MBD2 ctr: 4 | ASAP1 GAP inh: -5 | PLC-beta3 inh: -8 | PLC-gamma1 inh: -4

#13 O=C(C=Cc1ccc(OCc2ccccc2)cc1)c1c(F)cccc1F
  Tn6 DDE FP: 5 | HGIII-sPLA2 inh: -2 | DDE Tn7 FP inh: 1 | ARFGAP1 inhibitor: 14 | proKLK7 act: -0.4 | NR1D1 modulator: -8 | UHRF1 MBD2 ctr: -2 | ASAP1 GAP inh: 9 | PLC-beta3 inh: 3 | PLC-gamma1 inh: 2

#14 CCc1ccc(OCC(=O)NC(NC(=S)Nc2ccccc2C)C(Cl)(Cl)Cl)cc1 (configuration not stated)
  Tn6 DDE FP: 2 | HGIII-sPLA2 inh: 7 | DDE Tn7 FP inh: 4 | ARFGAP1 inhibitor: 6 | proKLK7 act: 0.2 | NR1D1 modulator: 0 | UHRF1 MBD2 ctr: 4 | ASAP1 GAP inh: 7 | PLC-beta3 inh: 1 | PLC-gamma1 inh: 0

#15 N#Cc1cccc(NC(=O)OC2CCC23CCC(c2ccccc2)CC3)c1 (configuration not stated)
  Tn6 DDE FP: 2 | HGIII-sPLA2 inh: -6 | DDE Tn7 FP inh: -2 | ARFGAP1 inhibitor: nt | proKLK7 act: 0.1 | NR1D1 modulator: 5 | UHRF1 MBD2 ctr: -2 | ASAP1 GAP inh: nt | PLC-beta3 inh: 5 | PLC-gamma1 inh: 1

Continued:
(21) O=C(NC1CCCCCCC1)C1CCCN(S(=O)(=O)c2cnc[nH]2)C1 (configuration not stated)
(22) CCN1C(=O)/C(=C/C=C2\C=CN(CC)c3ccccc32)SC1=S
(23) Nc1nc(-c2cccnc2)nn1C(=O)COc1ccccc1
(24) CCN(C(=O)CSc1nnnn1C)C1CCCCC1
(25) CCN(CC)C(=O)CSc1nnc(-c2ccc(S(=O)(=O)N3CCOCC3)cc2)n1C
(26) O/N=C\c1ccccc1Oc1ccc(F)cc1
(27) Cc1cc(-c2ccccc2)nc(N/N=C/c2ccccc2)n1
(28) Cc1ccccc1Cn1c(O)c(N=NC(=S)Nc2ccccc2F)c2ccccc21
(29) c1ccc(/N=C2\N=C(Nc3ccccn3)c3ccccc32)nc1
(30) CC(C)(C)NC(=O)C(c1ccco1)N(Cc1ccc(F)cc1)C(=O)c1snc(C(N)=O)c1N (configuration not stated)

screen / no.,21,22,23,24,25,26,27,28,29,30
Tn6 DDE FP,-2,-2,-4,0,8,-5,3,3,0,0
HGIII-sPLA2 inh,6,13,-2,-4,-1,-10,-4,8,7,-9
DDE Tn7 FP inh,4,-2,-5,-6,5,-4,-7,5,2,-2
ARFGAP1 inhibitor,-11,16,5,-11,-2,5,4,13,7,0
proKLK7 act,-0.5,0.1,-0.4,0.4,1.0,-0.5,1.1,0.0,-0.1,-0.7
NR1D1 modulator,-3,2,-1,1,-2,-3,-4,7,-1,-7
UHRF1 MBD2 ctr,3,17,3,-3,-1,-1,-3,16,2,3
ASAP1 GAP inh,1,14,5,-3,8,-10,15,-6,-8,11
PLC-beta3 inh,-1,-56,4,-6,1,1,-31,0,-115,-56
PLC-gamma1 inh,-3,-7,1,-1,4,-2,-22,-1,7,-43

(31) Cc1ccc(NC(=O)C2CCN(C(=O)[C@@H]3Cc4ccccc4CN3)CC2)c(C)c1
(32) COc1ccc(CNC(=O)C2CCC(=O)N(CCCN3CCCC3=O)C2)cc1 (configuration not stated)
(33) N=c1c2c(-c3ccccc3)c(-c3ccccc3)n(Cc3ccccc3)c2ncn1C1CCOCC1
(34) Cc1ccc(NC(=O)c2ccc3nsnc3c2)c(Cl)c1
(35) N#Cc1c(Cn2cncn2)nc(=O)n(-c2ccc(Cl)cc2)c1N
(36) CC(=O)N1c2ccccc2-c2nc3ccccc3n2C1C (configuration not stated)
(37) O=C(c1ccc(-c2ccccc2Cl)o1)N1CCN(S(=O)(=O)c2cccs2)CC1
(38) Nc1nc(SCC(=O)NCc2ccccc2)[nH]c(=O)c1NC(=O)c1ccccc1F
(39) CCCCNc1nc2ccccc2nc1NS(=O)(=O)c1ccc(F)cc1
(40) CCn1cc(C(=O)N2CCN(c3ccccc3OC)CC2)c2cc(OC)c(OC)cc2c1=O

screen / no.,31,32,33,34,35,36,37,38,39,40
Tn6 DDE FP,7,0,5,4,5,-2,1,4,4,8
HGIII-sPLA2 inh,3,3,5,2,-3,-5,-6,2,-1,-2
DDE Tn7 FP inh,4,-5,3,7,1,-7,3,3,7,1
ARFGAP1 inhibitor,3,3,nt,-9,-1,8,-6,-1,8,8
proKLK7 act,0.3,0.4,0.3,0.5,-0.2,0.7,0.3,-0.7,0.0,0.0
NR1D1 modulator,2,3,4,27*,6,-5,1,0,-4,-1
UHRF1 MBD2 ctr,9,-1,-3,-2,-1,5,-1,0,4,2
ASAP1 GAP inh,-10,-2,nt,0,-10,-5,5,10,6,3
PLC-beta3 inh,-2,-6,-6,-6,-1,-4,-3,6,-14,0
PLC-gamma1 inh,3,0,2,0,-2,-2,-4,0,-11,2

(41) CN(C)c1nc(C(=O)Nc2ccccc2)nc(N(C)C)n1
(42) COc1ccc(CC(=O)OCC(=O)c2ccc(OC)c(OC)c2)cc1
(43) CCCCCOC(=O)C1=C(C)N(C)C(=O)NC1c1cc(Br)c(O)c(OC)c1 (configuration not stated)
(44) c1ccc2c(c1)nc(N1CCOCC1)c1c3ccccc3[nH]c21
(45) CCCCC1(CC)SCC(=O)NC1=O (configuration not stated)
(46) COc1ccc(OC)c(NC(=O)C2(C)CCN2C(C)C)c1 (configuration not stated)
(47) C=CCSc1nc(C)c(Cc2cccc3ccccc23)c(=O)[nH]1
(48) CCOc1ccc(Br)cc1CN(CC)CC
(49) Cn1nc(C(F)(F)F)c2cc(C(=O)Nc3ccc(Cl)cc3)sc21

screen / no.,41,42,43,44,45,46,47,48,49
Tn6 DDE FP,-1,0,-11,-3,7,6,2,1,-4
HGIII-sPLA2 inh,-1,7,-10,-5,-7,-6,-19,-3,-4
DDE Tn7 FP inh,11,1,-9,8,4,-1,2,4,0
ARFGAP1 inhibitor,1,-6,4,0,10,-5,-7,1,7
proKLK7 act,0.6,0.2,0.3,11,0.1,-0.5,0.4,-0.2,0.2
NR1D1 modulator,-5,0,5,0,-5,0,-4,6,1
UHRF1 MBD2 ctr,-4,-1,6,-5,0,-1,1,0,-1
ASAP1 GAP inh,-5,-5,19,-9,7,2,2,2,15
PLC-beta3 inh,-1,-20,-7,-434,1,4,-3,-2,3
PLC-gamma1 inh,-3,-6,1,-317,-7,1,4,0,0
